NOD1 inhibition: NOD1 signaling inhibitors, primary screen, cell-based, luminescence, uHTS (AID 1578). NOD1-driven NF-kB luciferase reporter cells, luminescence; higher % means a stronger effect. one-dose inhibition, % at 4 µM; EC50 in µM for titrated hits. 1% of 290,000 active; in the data active = inhibition mostly above about 36%, no sharp cut-off; inactive = mostly below about 34%;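 note: HEK-293T reporter cells stimulated with the NOD1 agonist gamma-tri-DAP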
GPR55 antagonists: GPR55 antagonists blocking LPI-driven arrestin recruitment, primary screen, imaging, U2OS, beta-arrestin-GFP, LPI agonist (AID 2013) | U2OS GPR55 beta-arrestin-GFP translocation imaging, LPI antagonism; higher % means a stronger effect | inhibition, % at 10 µM; hits with a dose series show IC50 in µM | 0.13% of 290,000 active;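 active = spots per cell inhibited over 60%, with over 100 cells counted and total cytoplasm intensity under 500,000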;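 note: U2OS cells stably carrying GPR55 and arrestin-GFP stimulated by 5 µM LPI near EC80; imaged beta-arrestin-GFP aggregate spots per cell after agonist stimulation; plate controls were LPI-stimulated DMSO wells for no effect and DMSO wells without LPI for full effect; some results filed as inactive read as strong as hits; confirmed hits need IC50 under 10 µM and bright autofluorescent wells are also inconclusive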
HIV fusion peptide: inhibitors of HIV fusion peptide binding, primary screen, biochemical, uHTS, fluorescence dequenching (AID 1986); cell-free peptide binding, fluorescence dequenching, 30 min; higher % means a stronger effect; 0.3% of 290,000 active; inhibition, % at 20 µM, or IC50 in µM where a hit was titrated; in the data active = inhibition mostly above about 52%, no sharp cut-off; inactive = mostly below about 76%; note: some results filed as inactive read as strong as hits
KOR beta-arrestin-1: KOR agonists, beta-arrestin recruitment, primary screen, cell-based, luminescence, uHTS (AID 1777). Kappa-type opioid receptor (Homo sapiens). KOR beta-arrestin recruitment, luminescence; higher % means a stronger effect. activation, % at 10 µM; hits with a dose series show EC50 in µM. 0.02% of 280,000 active; in the data active = activation above about 50%, passing the limit was not always enough; note: a part of the inactive calls stands beside numbers as strong as those of hits
West Nile virus CPE: West Nile virus antiviral activity, cell-based, CPE readout (AID 1621) | West Nile virus-infected cells, CPE inhibition; higher % means a stronger effect | CPE inhibition, % at 10 µM, or IC50 in µM where a hit was titrated | 0.02% of 290,000 active; in the data active = a potency from the dose series; note: strong numbers were not always called active
KOR beta-arrestin-2: KOR antagonists, beta-arrestin recruitment, cell-based, luminescence, uHTS (AID 1778); one-dose inhibition, % at 10 µM; IC50 in µM for titrated hits; 0.091% of 290,000 active; KOR beta-arrestin recruitment, luminescence, antagonist mode; higher % means a stronger effect; in the data active = inhibition above about 50%; note: strong numbers were not always called active
GPR55 activation: GPR55 agonists via beta-arrestin recruitment, primary screen, imaging, U2OS cells, beta-arrestin-GFP redistribution (AID 1961); U2OS GPR55 beta-arrestin-GFP redistribution imaging; higher % means a stronger effect; activation, % at 10 µM; hits with a dose series show EC50 in µM; G-protein coupled receptor 55 (Homo sapiens); 0.048% of 290,000 active;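 active = activation above 40% with more than 50 cells counted in the well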;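 note: U2OS osteosarcoma cells stably expressing GPR55 and beta-arrestin-GFP; plate controls were DMSO negative control for no effect and LPI positive control for full effect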
NS5 inhibitors: Dengue-2 NS5 methyltransferase inhibitors, primary screen, biochemical, confirmation dose response (AID 588689). Genome polyprotein (Dengue virus type 2 (strain 16681-PDK53)). Dengue-2 NS5 methyltransferase capping enzyme assay, biochemical; higher % means a stronger effect. one-dose inhibition, % at 25 µM; IC50 in µM for titrated hits. 0.3% of 340,000 active; in the data active = a potency from the dose series
GPR35 antagonists: GPR35 antagonists blocking zaprinast-driven arrestin recruitment, primary screen, imaging, U2OS, beta-arrestin-GFP, zaprinast agonist (AID 2058); one-dose inhibition, % at 10 µM; IC50 in µM for titrated hits; G-protein coupled receptor 35 (Homo sapiens); U2OS GPR35 beta-arrestin-GFP translocation imaging, zaprinast antagonism; higher % means a stronger effect; 0.052% of 290,000 active;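 active = inhibition of at least 50% with at least 30 cells and total cytoplasm GFP at most 10,000,000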
NS5 inhibitors pilot replicate: further read-out of NS5 inhibitors, marked with its call; inhibition, %; measured here: pilot screen replicate inhibition
Starred values were filed as active, the others as inactive; [ ] = another dose, or the depositor's remark.

Nc1ncnc2nc(N3CCN(C(=O)c4ccccc4)CC3)[nH]c12 was read as NOD1 inhibition -11.1%, GPR55 antagonists -14.0%, HIV fusion peptide -1.1%, KOR beta-arrestin-1 4.9%, West Nile virus CPE 0.2%, KOR beta-arrestin-2 2.2%, GPR55 activation -0.2%, NS5 inhibitors 2.7% and GPR35 antagonists 12.4%.
Screening CCOCC(=O)Nc1cc(C)on1 returned NOD1 inhibition -12.2%, GPR55 antagonists 4.6%, HIV fusion peptide 0.1%, KOR beta-arrestin-1 -2.6%, West Nile virus CPE 0.1%, KOR beta-arrestin-2 32.0%, GPR55 activation 0.4%, NS5 inhibitors -10.1% and GPR35 antagonists -17.6%.
`CN1C(C(=O)Nc2ncccn2)=C(O)c2ccccc2S1(=O)=O` gave NOD1 inhibition 2.8%, GPR55 antagonists -8.3%, HIV fusion peptide -1.0%, KOR beta-arrestin-1 -2.9%, West Nile virus CPE 0.8%, KOR beta-arrestin-2 11.2%, GPR55 activation -0.1%, NS5 inhibitors -3.3% and GPR35 antagonists -18.4%.
For O=C(C=C1CCN(c2ncc(C(F)(F)F)cc2Cl)CC1)NNC(=O)Nc1ccccc1 the results were NOD1 inhibition -8.9%, GPR55 antagonists 21.4%, HIV fusion peptide 4.5%, KOR beta-arrestin-1 -3.5%, West Nile virus CPE -1.0%, KOR beta-arrestin-2 -5.2%, GPR55 activation -0.2%, NS5 inhibitors -7.8% and GPR35 antagonists -2.1%.
Cc1ccc2[nH]c(=O)c(COC(=O)c3ccccn3)cc2c1 was read as NOD1 inhibition -0.8%, GPR55 antagonists 7.8%, HIV fusion peptide -0.9%, KOR beta-arrestin-1 6.7%, West Nile virus CPE 0.1%, KOR beta-arrestin-2 36.7%, GPR55 activation 0.0%, NS5 inhibitors -6.7% and GPR35 antagonists -15.3%.
Screening O=C(COc1ccc(Br)cc1Cl)NC(=O)Nc1ccc2c(c1)OCCO2 returned NOD1 inhibition -39.9%, GPR55 antagonists -3.2%, HIV fusion peptide 0.0%, KOR beta-arrestin-1 3.7%, West Nile virus CPE -0.2%, KOR beta-arrestin-2 3.6%, GPR55 activation 0.1%, NS5 inhibitors -3.7% and GPR35 antagonists 6.7%.
For CCN1C(=O)CC(N2CCOCC2)C1=O (stereo unspecified) the results were NOD1 inhibition -13.4%, GPR55 antagonists 7.2%, HIV fusion peptide 1.4%, KOR beta-arrestin-1 -6.2%, West Nile virus CPE 0.1%, KOR beta-arrestin-2 3.3%, GPR55 activation -0.2%, NS5 inhibitors -1.6% and GPR35 antagonists -10.5%.
`COc1ccc(NC(=O)c2cc(-c3ccccc3)on2)cc1OC` gave NOD1 inhibition -27.1%, GPR55 antagonists -0.3%, HIV fusion peptide -0.6%, West Nile virus CPE 0.4%, KOR beta-arrestin-2 -43.9%[20 µM], GPR55 activation 0.6%, NS5 inhibitors 2.6%, GPR35 antagonists 3.2% and NS5 inhibitors pilot replicate 4.5.
For Cc1ccc(NC(=O)CSc2n[nH]c(-c3cccnc3)n2)c(Br)c1 the results were NOD1 inhibition 16.5%, GPR55 antagonists 0.5%, HIV fusion peptide 2.3%, KOR beta-arrestin-1 4.0%, West Nile virus CPE 1.3%, KOR beta-arrestin-2 -34.3%, GPR55 activation 0.2%, NS5 inhibitors 1.6% and GPR35 antagonists 9.4%.
For CC(C)c1nnc(SCC(=O)NC2CCCCC2)n1C the results were NOD1 inhibition -22.4%, GPR55 antagonists 3.6%, HIV fusion peptide 1.8%, KOR beta-arrestin-1 -0.6%, West Nile virus CPE -0.5%, KOR beta-arrestin-2 -9.0%, GPR55 activation -0.2%, NS5 inhibitors -9.5% and GPR35 antagonists 10.2%.
`CCN1C(=O)/C(=C/C=C2/CCCN2C)OC1=S` gave NOD1 inhibition -38.8%, GPR55 antagonists -5.3%, HIV fusion peptide 20.3%, West Nile virus CPE -0.9%, KOR beta-arrestin-2 23.0%[20 µM], GPR55 activation -0.2% and GPR35 antagonists 5.2%.
For CCOC(=O)[C@H]1CCC[C@@H](NS(=O)(=O)c2ccc(NC(C)=O)cc2)C1 the results were NOD1 inhibition 3.0%, GPR55 antagonists -5.0%, HIV fusion peptide -2.7%, KOR beta-arrestin-1 7.7%, West Nile virus CPE 0.1%, KOR beta-arrestin-2 28.3%, GPR55 activation 0.4%, NS5 inhibitors -4.8% and GPR35 antagonists 11.4%.
`CCOC(=O)C1CCN(S(=O)(=O)c2ccc3c(c2)CCCN3C(C)=O)CC1` gave NOD1 inhibition 1.2%, GPR55 antagonists 5.5%, HIV fusion peptide 0.7%, KOR beta-arrestin-1 -1.1%, West Nile virus CPE 0.4%, KOR beta-arrestin-2 32.4%, GPR55 activation -0.1%, NS5 inhibitors 5.6% and GPR35 antagonists -4.6%.
Cc1ccc(-c2cc(-c3cccc(F)c3)n[nH]2)c(O)c1 was read as NOD1 inhibition -29.6%, GPR55 antagonists 7.3%, HIV fusion peptide -1.9%, KOR beta-arrestin-1 -2.1%, West Nile virus CPE -0.1%, KOR beta-arrestin-2 -11.0%, GPR55 activation -0.1%, NS5 inhibitors -4.8% and GPR35 antagonists 9.6%.
For O=C(NCc1cccc(OC(F)(F)F)c1)C1CCC(=O)N(Cc2cccc(F)c2)C1 (stereo unspecified) the results were NOD1 inhibition -22.1%, GPR55 antagonists 7.6%, HIV fusion peptide -0.3%, KOR beta-arrestin-1 -0.3%, West Nile virus CPE -0.6%, KOR beta-arrestin-2 -6.6%, GPR55 activation -0.2%, NS5 inhibitors -6.2% and GPR35 antagonists 6.0%.
Screening CCOC(=O)N1CCC(NC(=O)c2cnc3n(c2=O)CCS3)CC1 returned NOD1 inhibition -1.7%, GPR55 antagonists 2.9%, HIV fusion peptide -0.2%, KOR beta-arrestin-1 2.9%, West Nile virus CPE -0.1%, KOR beta-arrestin-2 -12.7%, GPR55 activation 0.3%, NS5 inhibitors 2.1% and GPR35 antagonists -16.1%.
CCN(CC(=O)Nc1sc2c(c1C#N)CCC(C)C2)CC(=O)NC1CCS(=O)(=O)C1 (stereo unspecified) was read as NOD1 inhibition -8.7%, GPR55 antagonists -13.6%, HIV fusion peptide 0.3%, KOR beta-arrestin-1 3.9%, West Nile virus CPE -1.6%, KOR beta-arrestin-2 -54.1%, GPR55 activation -0.1%, NS5 inhibitors -8.3% and GPR35 antagonists -10.5%.
Screening Cc1cc(C)c2c(CC(=O)NCc3ccco3)coc2c1 returned GPR55 antagonists -2.2%, HIV fusion peptide -2.0%, KOR beta-arrestin-1 -1.9%, West Nile virus CPE -0.5%, KOR beta-arrestin-2 8.9%, GPR55 activation 0.2%, NS5 inhibitors -5.0%, GPR35 antagonists -6.5% and NS5 inhibitors pilot replicate 0.6.
Screening Cn1c(=O)c2c(-c3cccc(Br)c3)c(C#N)c(N)nc2n(C)c1=O returned NOD1 inhibition -9.4%, GPR55 antagonists 3.4%, HIV fusion peptide 0.8%, KOR beta-arrestin-1 1.9%, West Nile virus CPE -0.2%, KOR beta-arrestin-2 8.3%, GPR55 activation 0.4%, NS5 inhibitors 0.0% and GPR35 antagonists 14.8%.
CCOC(=O)Cc1ccc(NC(=O)c2ccc(C(C)(C)C)cc2)cc1 was read as NOD1 inhibition 69.9%*, GPR55 antagonists 5.8%, HIV fusion peptide 1.0%, KOR beta-arrestin-1 0.0%, West Nile virus CPE 0.8%, KOR beta-arrestin-2 2.7%, GPR55 activation 0.5%, NS5 inhibitors 2.4% and GPR35 antagonists -8.3%.
Screening NC(=O)c1nn(-c2ccccc2)nc1NC(=O)CN1CCCC1 returned NOD1 inhibition -1.8%, GPR55 antagonists -2.7%, HIV fusion peptide 0.6%, KOR beta-arrestin-1 -2.4%, West Nile virus CPE -0.1%, KOR beta-arrestin-2 14.5%, GPR55 activation 0.0%, NS5 inhibitors -2.4% and GPR35 antagonists -1.4%.
`O=C(N/N=C/c1ccco1)c1[nH]ncc1Br` gave NOD1 inhibition -24.1%, GPR55 antagonists -16.2%, HIV fusion peptide -2.3%, KOR beta-arrestin-1 5.1%, West Nile virus CPE 0.0%, KOR beta-arrestin-2 -26.8%, GPR55 activation -0.1%, NS5 inhibitors -0.7% and GPR35 antagonists -3.2%.
COc1ccccc1Nc1nc2ccccc2[nH]1 was read as NOD1 inhibition -70.7%, GPR55 antagonists 15.9%, HIV fusion peptide -1.3%, KOR beta-arrestin-1 2.0%, West Nile virus CPE 0.0%, KOR beta-arrestin-2 -29.6%, GPR55 activation -0.1%, NS5 inhibitors -4.2% and GPR35 antagonists 18.0%.
For CN=C1S/C(=C\c2ccc(N3CCOCC3)cc2C)C(=O)N1C the results were NOD1 inhibition -27.9%, GPR55 antagonists -3.1%, HIV fusion peptide 2.4%, KOR beta-arrestin-1 3.7%, West Nile virus CPE -0.5%, KOR beta-arrestin-2 1.9%, GPR55 activation -0.3%, NS5 inhibitors -6.6% and GPR35 antagonists 9.7%.
Screening Cc1ccc(CC(=O)N(Cc2ccccc2)c2ccccn2)cc1 returned NOD1 inhibition -17.7%, GPR55 antagonists 10.7%, HIV fusion peptide 0.3%, KOR beta-arrestin-1 3.0%, West Nile virus CPE -1.6%, KOR beta-arrestin-2 11.1%, GPR55 activation -0.2%, NS5 inhibitors -13.7% and GPR35 antagonists -1.9%.
For O=C1CCCC2=C1C1(CCCC1)N=C(Nc1nc3ccccc3o1)N2 the results were NOD1 inhibition -19.4%, GPR55 antagonists 10.7%, HIV fusion peptide -2.3%, KOR beta-arrestin-1 9.1%, KOR beta-arrestin-2 4.0%, GPR55 activation -0.2% and GPR35 antagonists 21.2%.

An excerpt from above in order of heavy-atom count, smallest number first.
COc1ccccc1Nc1nc2ccccc2[nH]1 was read as NOD1 inhibition -70.7%, GPR55 antagonists 15.9%, HIV fusion peptide -1.3%, KOR beta-arrestin-1 2.0%, West Nile virus CPE 0.0%, KOR beta-arrestin-2 -29.6%, GPR55 activation -0.1%, NS5 inhibitors -4.2% and GPR35 antagonists 18.0%.
Screening Cc1cc(C)c2c(CC(=O)NCc3ccco3)coc2c1 returned GPR55 antagonists -2.2%, HIV fusion peptide -2.0%, KOR beta-arrestin-1 -1.9%, West Nile virus CPE -0.5%, KOR beta-arrestin-2 8.9%, GPR55 activation 0.2%, NS5 inhibitors -5.0%, GPR35 antagonists -6.5% and NS5 inhibitors pilot replicate 0.6.
Screening Cc1ccc(CC(=O)N(Cc2ccccc2)c2ccccn2)cc1 returned NOD1 inhibition -17.7%, GPR55 antagonists 10.7%, HIV fusion peptide 0.3%, KOR beta-arrestin-1 3.0%, West Nile virus CPE -1.6%, KOR beta-arrestin-2 11.1%, GPR55 activation -0.2%, NS5 inhibitors -13.7% and GPR35 antagonists -1.9%.

Source: PubChem (several laboratories)

This is a subset; the hit share may differ from the screen's.
